Integrin act MD: integrin-mediated muscular dystrophy alleviation activation; Potency, µM (highest dose often 38.3 µM), without a hit: at the highest dose activation, actives largely listed as activators; alpha7betagal myoblasts, beta-gal FDG fluorescence, 48 h; hit rate 0.064% among 350,000;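 also: potency is read from the fitted curve at half-maximal effect; 100% = response of the positive control SU9516; nearly all actives have a fitted effect of over 60% in size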
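alpha7betagal+/- myoblasts (passage 13, 250/well) treated 48 h at 37C with compounds at 1:260 dilution of DMSO stock. Lysed, then beta-galactosidase activity read as FDG fluorescence (ex 480/em 540) after 30 min, with pre-read for autofluorescence.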
MBNL1-CUG inh: inhibitors of human MBNL1 binding to CUG repeat RNA; TR-FRET MBNL1-His/biotin-(CUG)12 binding, 665/545 ratio; Potency, µM (series often up to 57.5 µM), inactives show at the highest dose activity change, negative = inhibition, most hits filed as inhibitors; AID 2675; hit rate 0.036% among 280,000; active = well fitted inhibition curve with a large enough effect in the signal ratio, with a control signal flat, not every such curve was filed as active; inconclusive = small, poorly fitted or top-dose-only effect, or effect the other way, or a change in a side signal; inactive = no such curve, though single readings can be large or run the other way; the % refers to the signal ratio; also: potency is read from the fitted curve at half-maximal effect; % is scaled to controls: 0 for no effect and ±100 for the full control effect
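Compound titration spanned 92 nM–58 uM against the MBNL1-His/biotin-(CUG)12 complex. After 60 min at room temperature with 5 nM streptavidin-XL665 and 0.055 ng/ul terbium anti-His, ratiometric 665/545 nm emission (Ex 340 nm) normalized to controls.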
TRPV1 ag: activates the human vanilloid receptor TRPV1; hit rate 0.19% among 320,000; Q8NER1; AID 540275; activation, % at 8.33 µM; TRPV1-expressing cells, Fluo-8 calcium influx, agonist mode; in the data active = activation above about 80%; inconclusive = between about 30% and that limit; also: 0% is about no effect
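TRPV1-expressing cells were cultured overnight at 35.5C and loaded with Fluo-8 calcium dye for 40 to 90 min at room temperature. After a 10 s baseline, compound was added and calcium influx was read kinetically for 3 min (ex 480/em 520 nm).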
ASM inhibitor: blocks human secretory acid sphingomyelinase; placental ASM, HMU-PC fluorogenic substrate, 60 min; Potency, µM (doses to about 57.5 µM), for the others: at the top dose activity change, negative = inhibition, usual class: inhibitors; hit rate 0.006% among 340,000; also: potency is read from the fitted curve at half-maximal effect
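Fluorogenic HMU-PC substrate (9 uM final) is turned over by placental ASM in 60 min at 37 C after a 10 min compound preincubation. Reaction ended by alkaline stop (pH 10), with fluorescence read at 386/447 nm.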
A-T KAP1 phos: candidate therapy for ataxia-telangiectasia. […] A-T fibroblasts, KAP-1 phosphorylation AlphaLISA; neocarzinostatin DNA damage 30 min before lysis. Potency, µM (titrated, usually from 57.5 µM), for inactives: top-dose activation, hits mostly activators. hit rate 0.19% among 320,000. AID 485349; also: potency is read from the fitted curve at half-maximal effect; % of control where 0% means no effect; nearly all actives have a fitted effect of over 45% in size
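hTERT-immortalized A-T patient fibroblasts ([…]), 500 cells/well in OPTI-MEM, 1% FBS, got compounds for 60 min, then NCS for 30 min at 37C. Lysates were then assayed for phospho-KAP-1 by AlphaLISA (anti-pKAP1 donor, anti-KAP1 acceptor beads), 6 hr at 25C.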
hERG WT inh: blocks the wildtype human KCNH2 potassium channel; hit rate 0.37% among 340,000; U2OS, BacMam KCNH2, thallium flux FluxOr; hits give low values; AID 720551; activity change, % at 1.84 µM;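 active = maximum activity change below -70%; inconclusive = maximum activity change between -70% and -50%; inactive = maximum activity change above -50%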; also: % is scaled to controls: 0 for no effect and ±100 for the full control effect
Target sequence (Q12809 whole entry, looked up): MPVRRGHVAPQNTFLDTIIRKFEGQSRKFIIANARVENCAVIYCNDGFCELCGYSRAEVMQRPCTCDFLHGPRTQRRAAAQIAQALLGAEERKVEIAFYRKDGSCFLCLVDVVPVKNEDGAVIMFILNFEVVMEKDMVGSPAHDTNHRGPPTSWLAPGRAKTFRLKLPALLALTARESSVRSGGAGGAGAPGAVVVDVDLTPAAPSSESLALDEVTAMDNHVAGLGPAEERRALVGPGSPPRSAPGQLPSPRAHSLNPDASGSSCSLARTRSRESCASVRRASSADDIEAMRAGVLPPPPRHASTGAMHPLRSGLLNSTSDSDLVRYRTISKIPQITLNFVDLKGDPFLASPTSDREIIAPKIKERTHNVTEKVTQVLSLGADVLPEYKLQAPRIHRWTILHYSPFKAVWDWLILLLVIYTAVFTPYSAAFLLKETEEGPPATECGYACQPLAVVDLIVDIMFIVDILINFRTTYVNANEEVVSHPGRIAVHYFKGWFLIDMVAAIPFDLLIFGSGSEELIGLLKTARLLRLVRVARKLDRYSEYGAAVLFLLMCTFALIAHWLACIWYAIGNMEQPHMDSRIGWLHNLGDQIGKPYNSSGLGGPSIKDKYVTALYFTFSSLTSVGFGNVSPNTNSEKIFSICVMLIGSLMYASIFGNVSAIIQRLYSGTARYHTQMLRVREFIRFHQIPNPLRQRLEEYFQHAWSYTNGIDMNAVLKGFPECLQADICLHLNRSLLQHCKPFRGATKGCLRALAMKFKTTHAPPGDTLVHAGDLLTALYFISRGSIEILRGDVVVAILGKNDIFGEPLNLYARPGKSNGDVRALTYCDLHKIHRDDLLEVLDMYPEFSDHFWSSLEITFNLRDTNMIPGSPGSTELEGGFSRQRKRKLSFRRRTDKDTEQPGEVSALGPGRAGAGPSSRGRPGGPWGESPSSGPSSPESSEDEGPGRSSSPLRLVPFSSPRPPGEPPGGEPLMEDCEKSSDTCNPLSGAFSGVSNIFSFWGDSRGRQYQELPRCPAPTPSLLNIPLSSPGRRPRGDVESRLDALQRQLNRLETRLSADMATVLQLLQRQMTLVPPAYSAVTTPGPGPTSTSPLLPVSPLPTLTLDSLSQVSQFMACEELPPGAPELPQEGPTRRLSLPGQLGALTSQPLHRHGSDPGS
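U2OS cells transduced with wild-type KCNH2 virus are loaded with FluxOr dye for 45 min, and thallium flux is measured in kinetic reads before and after stimulation buffer. Rate constants are normalized to DMSO controls.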
GALK inh: blocks human galactokinase activity; P51570; Purified GALK, Kinase-Glo residual ATP luminescence; Potency, µM (top dose mostly 57.5 µM), for inactives: top-dose activity change, negative = inhibition, most hits filed as inhibitors; hit rate 0.007% among 270,000; AID 1868; also: potency is read from the fitted curve at half-maximal effect; % is scaled to controls: 0 for no effect and ±100 for the full control effect
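Galactose (100 uM) and ATP (35 uM) were turned over by 5 nM GALK for 1 h at RT. Kinase-Glo Plus then converted the remaining ATP into a luminescent signal.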
MLL CXXC-DNA inh: inhibitors of human MLL CXXC domain-DNA interaction. Q03164. MLL-CXXC / FITC-HOXA9 DNA fluorescence polarization. Potency, µM (series often up to 115 µM), inactives show at the top dose activity change, negative = inhibition, most hits filed as inhibitors. hit rate 0.037% among 290,000. AID 2662; active = well fitted inhibition curve with a large enough effect in the polarisation, with a control signal flat, not every such curve was filed as active; inconclusive = small, poorly fitted or top-dose-only effect, or effect the other way, or a change in a side signal; inactive = no such curve, though single readings can be large or run the other way; the % refers to the polarisation; also: potency is read from the fitted curve at half-maximal effect
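Fluorescence polarization: 7 uM MLL-CXXC (stock) preincubated 5 min with compounds, then 50 nM fluorescein-HOX-A9 DNA (stock) added; 30 min ambient. Buffer 50 mM Tris-HCl pH 7.5, 50 mM NaCl, 1 mM DTT, 0.05% BSA.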
FBPA coupling cs: inhibits coupling enzyme system, counter-screen for aldolase hits; coupling enzyme system counterscreen, AmpLite Red fluorescence; activity change, negative = inhibition, % at 58.2 µM, hits read low; hit rate 0.67% among 290,000; in the data active = activity change below about -30%; also: % is scaled to controls: 0 for no effect and ±100 for the full control effect
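Counterscreen of the coupled detection system alone, without aldolase: glyceraldehyde-3-phosphate coupling enzymes plus AmpLite Red readout. Compounds at 57.5 uM final, 10 min RT preincubation, 20 min RT reaction, fluorescence 525/598 nm.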
KCNH2 3.1 block: inhibitors of human KCNH2 3.1 potassium channel isoform; U2OS KCNH2 3.1, thallium flux FluxOr; hits give low values; activity change, % (tested at about 1.8 µM); hit rate 0.95% among 340,000;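 active = maximum activity change below -70%; inconclusive = maximum activity change from -70% to -50%; inactive = maximum activity change above -50%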;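 also: thallium influx rate constant from kinetic fluorescence after stimulation buffer; % is scaled to controls: 0 for no effect and ±100 for the full control effect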
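U2OS cells transduced with KCNH2 3.1 mutant virus (1.77 x 10^8 /mL, 4 h), plated overnight at 37 C, loaded 45 min with FluxOr dye plus Red40 quencher. Thallium flux rate constant from kinetic reads after stimulation buffer, normalised to controls.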
Starred values were filed as active, the others as inactive; i = inactive; ? = inconclusive; . = no result given; & = joins results of further samples; [ ] = another dose, or the depositor's remark. Unless noted, calls follow the shape of the dose curve; as a rule, active = well fitted curve in the direction sought with a large enough effect; inconclusive = small, poorly fitted or top-dose-only effect, or another doubt; inactive = no such curve, though single readings can be large; an effect the other way counts as inactive or inconclusive.

SMILES	Integrin act MD	MBNL1-CUG inh	TRPV1 ag	ASM inhibitor	A-T KAP1 phos	hERG WT inh	GALK inh	MLL CXXC-DNA inh	FBPA coupling cs	KCNH2 3.1 block
N#Cc1cnn2c3c(cnc12)C(=O)N1CCc2ccccc2C1C3 (stereo not given)	11%	.	2	i	-2%	8	0%	-3%	2	28
COc1ccc(-c2cc([C@H]3[C@@H]4C=CCC[C@@]4(C)C(=O)N3Cc3ccccc3)ccc2F)cc1	4%	-2%	20	-16%	19%	.	2%	8%	4	.
CC(=O)CN1Cc2ccccc2/C1=N\C(=O)Nc1ccccc1	-2%	15%	0	6%	-3%	0	7%	2%	1	-78*
Cc1ccc(N=C2C(=O)Nc3ccccc32)c(C)c1	20%	?	-1	-4%	34%	2	.	-6%	-8	-22
Cc1ccc(NC(=O)CN2C(=O)N/C(=C/c3ccc4c(c3)OCCO4)C2=O)cc1	-5%	-2%	-4	31%[activator]	11%	6	1%	1%	1	0
CC1OC1c1ccc(-c2ccc(C3OC3C)cc2)cc1 (stereo not given)	8%	.	.	2%	.	-3	.	.	.	-4
O=C(Nc1sc2c(c1C(=O)O)CCCC2)c1ccc(F)cc1	25%	-9%	?	1%	-1%	0	-7%	-14%	-28	-4
COC(=O)C1CCN(C(=O)COc2ccc(S(=O)(=O)N3CCOCC3)cc2Cl)CC1	9%	.	.	4%	-5%	7	.	.	.	2
Cc1cc(C)n2nc(-c3cccc(Br)c3)cc2n1	-28%	1%	9	-2%	12%	6	-4%	-13%	-6	-2
CCOC(=O)N1CCC(=NNc2ccnc3cc(Cl)ccc23)CC1	-29%	.	8	3%	-2%	-1	10%	13%	0	-25
O=C(/C=C/c1c(Cl)cccc1Cl)NCc1ccco1	6%	-4%	17	2%	0%	-26	1%	12%	2	10
COc1ccc(C(=O)COC(=O)c2cc(=O)[nH]c3ccccc23)c(OC)c1	26%	.	1	12%	12%	16	.	.	.	6
O=C(Nc1cccc(-n2cnnn2)c1)c1cc2ccccc2o1	5%	8%	?	-2%	3%	?	-5%	-3%	2	10
CN(C)S(=O)(=O)c1ccc(Cl)c(NC(=O)CN2C(=O)NC(C)(C3CC3)C2=O)c1 (stereo not given)	-7%	-3%	-4	0%	8%	-6	-2%	18%	-1	-3
CCCc1nc2ccccc2c(NC(=O)CN(CC)CC)c1CC	28%	-7%	-3	-3%	-6%	1	-1%	2%	4	-32
Cc1cccc(NC(=O)CN(C)C(=O)/C=C/c2ccccc2)c1C	20%	.	1	-2%	-5%	-4	.	.	.	13
COc1ccc(N2C(=O)C3CCCN3C2c2ccccc2Cl)cc1 (stereo not given)	0%	-5%	-4	0%	-6%	-2	1%	-11%	0	4
CC(NC(=S)NCc1ccccc1)C12CC3CC(CC(C3)C1)C2 (stereo not given)	0%	0%	?	2%	-2%	4	1%	2%	-4	0
CCC(=O)NC(Nc1sc2c(c1C(=O)OC)CCN(C)C2)(C(F)(F)F)C(F)(F)F	-8%	-3%	-4	28%	0%	-8	3%	0%	-1	-20
COc1ccc(CCNC(=O)c2nnn(-c3ccccc3OC)c2N)cc1OC	-17%	3%	.	-2%	4%	9	-1%	-5%	1	-11

Ordered by value in GALK inh (high to low): 6 of the compounds above
canonical_smiles,GALK inh
CCOC(=O)N1CCC(=NNc2ccnc3cc(Cl)ccc23)CC1,10%
CC(=O)CN1Cc2ccccc2/C1=N\C(=O)Nc1ccccc1,7%
CCC(=O)NC(Nc1sc2c(c1C(=O)OC)CCN(C)C2)(C(F)(F)F)C(F)(F)F,3%
O=C(/C=C/c1c(Cl)cccc1Cl)NCc1ccco1,1%
N#Cc1cnn2c3c(cnc12)C(=O)N1CCc2ccccc2C1C3 (stereo not given),0%
CN(C)S(=O)(=O)c1ccc(Cl)c(NC(=O)CN2C(=O)NC(C)(C3CC3)C2=O)c1 (stereo not given),-2%

Later entries:
SMILES	Integrin act MD	MBNL1-CUG inh	TRPV1 ag	ASM inhibitor	A-T KAP1 phos	hERG WT inh	GALK inh	MLL CXXC-DNA inh	FBPA coupling cs	KCNH2 3.1 block
O=C(c1ccc(COCC(F)(F)F)o1)N1CCCC1	8%	7%	0	2%	-3%[11.5 µM]	?	7%	2%	2	16
COc1ccc(-n2c3c(cc(C(=O)NCC(=O)c4ccccc4)c2=O)C(=O)CC(C)(C)C3)cc1	-26%	-8%	?	-2%	9%	-5	-2%	-3%	.	.
Cc1cc(N)n2ncc(-c3ccc(F)cc3)c2n1	-23%	1%	-1	1%	1%	3	-1%	-15%	0	-29
COc1ccccc1NC(=O)c1ccc(CSc2ncccn2)cc1	.	-5%	10	.	5%	.	1%	-5%	-3	.
O=[N+]([O-])c1ccc(COc2cccc(CNc3ccc(Br)cc3)c2)cc1	6%	3%	0	-14%	1%	2	-1%	1%	1	-4
CCOc1ccc(NC(=O)C(=O)N/N=C\c2ccc(CNS(=O)(=O)c3ccccc3)o2)cc1	-21%	.	4	0%	3%	-2	0%	6%	0	-40
COc1ccccc1NC(=O)CSc1nnc(Cc2cc(=O)[nH]c(=O)[nH]2)n1-c1ccccc1	-15%	-3%	2	-1%	-1%	10	2%	-2%	3	4
O=C(NCc1ccccc1)C1(c2cccc(F)c2)CCCC1	36%	-5%	6	9%	8%	.	-3%	4%	4	10
COC(=O)c1cccc(COC(=O)c2ccc(N(C)C)cc2)c1	4%	-14%	7	0%	.	-3	3%	6%	1	-24
CCC(C)NC(=O)c1ccc2c(Cl)c3c(nc2c1)CCC3 (stereo not given)	-43%	3%	?	-13%	-19%	-2	4%	-3%	0	7
Cc1ccc(-n2c(Cn3nc(C(F)F)cc3C(F)F)n[nH]c2=S)cc1	-15%	1%	-2	4%	-4%	0	-2%	-2%	1	2
Cc1nc(C)c(-c2csc(NCc3ccco3)n2)s1	-3%	13%	2	-9%	6%	-2	-1%	0%	3	2
CCn1c(=S)sc2c(=O)n(CC(=O)Nc3ccc(OC)cc3)c(C)nc21	-3%	-1%	0	-6%	7%	-4	-4%	10%	0	-4
CCOC(=O)c1c(O)c(Cl)c(C)[nH]c1=O	29%	-22%	-1	3%	-2%	1	-1%	4%	0	-11
COc1ccc(N2CCN(C(=O)CN3C(=O)NC(C)(C4CC4)C3=O)CC2)cc1 (stereo not given)	10%	.	-8	5%	6%	-5	.	.	.	-13
CC(C)N(Cc1ccccc1)C(=S)Nc1ccc(OC(F)F)cc1	-13%	-20%	2	-5%	20%	-4	1%	5%	1	-14
Cc1cc(Br)ccc1OCC(=O)NNC(=O)c1ccc(NC(=O)C2CC2)cc1	28%	-2%	-5	-1%	2%	2	-1%	3%	4	9
O=C(NCC1CCCO1)C1CCCN(Cc2cnn(-c3ccccc3)c2-n2cccc2)C1 (stereo not given)	-4%	5%	-3	2%	-5%	-3	-3%	-5%	2	-6
CCC1Oc2ccc(C)cc2N(CC(=O)N2CCOCC2)C1=O (stereo not given)	0%	-4%	7	0%	0%	-12	1%	13%	1	-11
COc1ccc(Nc2nc(Cl)c(C=O)s2)cc1	.	?	9	.	0%	.	8%	69%[activator]	-1	.
Cc1cnc(NC(=O)c2ccccn2)s1	?	.	3	-1%	-2%	5	9%	21%	-4	7
Cc1ccc(NC(=O)COC(=O)c2nn(-c3ccc(Cl)cc3)cc2O)cc1	17%	.	.	51%[activator]	1%	5	.	.	.	-1
CCOc1cc(CNCc2ccccc2)ccc1OCc1ccc(Cl)cc1	-65%[inhibitor]	4%	23	-2%	?	36	4%	-14%	-1	-3
CCNC(=O)COc1ccc(-c2ccccc2)cc1	26%	-2%	-5	4%	11%	-10	0%	-1%	1	9
Cc1ccc(NC(=O)COc2ccc(-n3ccnc3)cc2)cc1Cl	-24%	-2%	?	-2%	4%	-4	2%	-3%	1	4
O=C1CC[C@H](N2C(=O)c3ccccc3C2=O)C(=O)N1	.	.	4	7%	8%	6	.	.	1&2	11
O=[N+]([O-])c1cc(Br)c(O)c(/C=N/Nc2nc3ccccc3s2)c1	27%	1%	2	-2%	3%	-18	-15%	3%	1	.
COc1ccc(OC)c(N2C(N)=NC(N)=NC23CCCC3)c1	-19%	-7%	2	3%	-2%	3	0%	-5%	3	-5

Molecules listed so far containing a CF3 group, in the order listed:
SMILES	Integrin act MD	MBNL1-CUG inh	TRPV1 ag	ASM inhibitor	A-T KAP1 phos	hERG WT inh	GALK inh	MLL CXXC-DNA inh	FBPA coupling cs	KCNH2 3.1 block
CCC(=O)NC(Nc1sc2c(c1C(=O)OC)CCN(C)C2)(C(F)(F)F)C(F)(F)F	-8%	-3%	-4	28%	0%	-8	3%	0%	-1	-20
O=C(c1ccc(COCC(F)(F)F)o1)N1CCCC1	8%	7%	0	2%	-3%[11.5 µM]	?	7%	2%	2	16
